# FLuc inh counter: firefly luciferase enzyme inhibitors, primary screen, artefact control for luciferase-based inhibitor screens, biochemical, luminescence, ATPLite; Luciferin 4-monooxygenase (Photinus pyralis), P08659; inhibition, % at 10 µM; 200,000 compounds, 1.5% hits; 10 min;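 active = inhibition above about 50% when tested at 10 µM, limit read from the data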
# Target sequence (P08659 whole entry, looked up): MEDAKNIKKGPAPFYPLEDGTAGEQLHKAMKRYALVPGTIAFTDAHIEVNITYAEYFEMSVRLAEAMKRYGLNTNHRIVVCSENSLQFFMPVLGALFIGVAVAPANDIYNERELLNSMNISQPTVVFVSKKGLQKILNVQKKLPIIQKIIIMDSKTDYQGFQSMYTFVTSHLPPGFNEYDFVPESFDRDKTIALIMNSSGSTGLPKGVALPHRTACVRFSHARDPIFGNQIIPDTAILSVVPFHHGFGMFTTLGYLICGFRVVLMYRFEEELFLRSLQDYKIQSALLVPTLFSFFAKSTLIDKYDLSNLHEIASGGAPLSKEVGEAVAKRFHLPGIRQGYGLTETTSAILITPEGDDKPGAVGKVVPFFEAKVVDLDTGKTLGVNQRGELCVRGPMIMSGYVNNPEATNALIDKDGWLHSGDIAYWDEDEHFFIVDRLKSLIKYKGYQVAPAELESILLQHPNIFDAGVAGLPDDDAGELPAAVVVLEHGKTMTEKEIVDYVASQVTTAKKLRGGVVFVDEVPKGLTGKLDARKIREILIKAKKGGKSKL
# ROMK primary: ROMK potassium channel modulators, primary screen, cell-based, thallium flux, MLSMR library; ATP-sensitive inward rectifier potassium channel 1 (Homo sapiens), P48048; Tet-inducible ROMK, thallium flux fluorescence; actives lie on both sides; B-score at 10 µM; 130,000 compounds, 2% hits; AID 1918, 2009;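 active = signal ratio slope over the read window, or its plate-corrected B-score, at least 3 SD from the plate mean, either direction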;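 also: B-score of the F/F0 ratio slope over 7 to 12 s after thallium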
# Target sequence (P48048 whole entry, looked up): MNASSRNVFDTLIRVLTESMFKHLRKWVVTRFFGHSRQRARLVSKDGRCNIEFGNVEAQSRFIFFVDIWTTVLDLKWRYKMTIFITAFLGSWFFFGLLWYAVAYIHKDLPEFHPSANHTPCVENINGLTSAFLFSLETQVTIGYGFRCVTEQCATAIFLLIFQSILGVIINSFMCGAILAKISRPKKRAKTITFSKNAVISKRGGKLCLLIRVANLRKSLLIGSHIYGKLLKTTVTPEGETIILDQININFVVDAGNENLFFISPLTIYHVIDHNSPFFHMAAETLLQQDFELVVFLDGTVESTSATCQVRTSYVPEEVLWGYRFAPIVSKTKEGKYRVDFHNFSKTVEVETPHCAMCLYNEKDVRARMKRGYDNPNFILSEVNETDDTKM
# FLuc act counter: FLuc activators, initial screening, artefact control for FLuc-dependent activation tests, biochemical, ATPlite luminescence. 200,000 tested, under 10 active. activation factor at 10 µM. ATPlite luciferase biochemical, 10 min; 0 = ATP-free wells, 1 = DMSO control;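 active = luciferase activation factor, scaled between plate controls, of at least 2 with compound at 10 µM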
#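 System: Luciferase/luciferin detection reagent, cell-free biochemical luciferase assay | Medium: PBS buffer for ATP | Dosing: Test compounds dosed from 2 mM stocks in 100% DMSO | Timing: 10 min at ambient temperature | Signal: Luminescence measurement of luciferase light output | Evaluation: Luciferase activation, seen as luminescence increase over controls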
# APP 5UTR inh: inhibitors of APP translation via 5'UTR reporter, primary screen, APP 5'UTR luciferase, SH-SY5Y cells; SH-SY5Y APP 5'UTR-luciferase reporter, luminescence; inhibition, % at 2 µM; 190,000 compounds, 0.82% hits;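 active = inhibition above a set limit, derived from the sample mean plus 3 SD, cut at about 45% in these data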; also: values of inactives mirror those of a sister screen read the other way
# STAT3 blocker: IL-6 driven STAT3 reporter inhibitors, primary screen, U3A cells, luciferase, luminescence, MLSCN library. IL-6 STAT3-luciferase reporter; host cell line lacks STAT1. inhibition, % at 5.5 µM. 190,000 compounds, 0.89% hits. AID 862, 2007;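 active = inhibition above the mean inhibition across all screened compounds plus 3 SD, cut at about 44% in these data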;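 also: 0% = DMSO only wells and 100% = 100 µM nifuroxazide control wells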
# STAT1 activator: STAT1 signaling activators, primary screen, cell-based, HTS, luciferase reporter | NIH 3T3 STAT1-luciferase reporter, IFN-gamma, luminescence; 100% = IFN-gamma alone, no compound | activation (% of control), % at 5.5 µM | 200,000 compounds, 2.6% hits | AID 932, 2007;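 active = activation above the screen-wide mean activation plus 3 SD, cut at about 130% in these data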;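 also: raw ratio to IFN-gamma control signal so 100% means no change and 0% no light; values of inactives mirror those of a sister screen read the other way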
# APP 5'UTR act: activators of APP 5'UTR luciferase reporter, primary screen, SH-SY5Y cells; SH-SY5Y APP 5'UTR luciferase reporter, luminescence; zero percent = DMSO vehicle wells; activation, % at 2 µM; 190,000 compounds, 1% hits;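 active = activation above a set limit, based on mean plus 3 SD of controls, cut at about 140% in these data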; also: values of inactives mirror those of a sister screen read the other way
# STAT1 blocker: STAT1 signaling inhibitors, primary screen, cell-based, HTS, luciferase reporter; AID 920, 2007; 200,000 compounds, 0.35% hits; inhibition, % at 5.5 µM; NIH 3T3 STAT1-luciferase reporter, IFN-gamma, luminescence;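 active = inhibition above a set limit, the mean inhibition across all tested compounds plus 3 SD, cut at about 34% in these data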;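 also: 0% = IFN-gamma with DMSO and 100% = IFN-gamma with 300 µM nifuroxazide; values of inactives mirror those of a sister screen read the other way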
# NF-kB expr up: activators of NF-kB expression in neurons, primary screen, cell-based, HTS; AID 1239, 2008; fold change at 12.5 µM; human neuronal cells, NF-kB reporter expression; stronger effect = higher value; 190,000 compounds, 1.6% hits; in the data active = fold change above about 3.3
# STAT3 act: IL-6 driven STAT3 reporter potentiators, primary screen, U3A cells, luciferase, luminescence, MLSCN library; activation (% of control), % at 5.6 µM; IL-6 STAT3-luciferase reporter; 100% = signal with IL-6 EC80 alone; 190,000 compounds, 0.91% hits; AID 871, 2007;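 active = activation above the screen-wide mean of compound activation plus 3 SD, cut at about 130% in these data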;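 also: 0% = background luminescence of wells with medium and substrate only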
#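 Test system: STAT3-luciferase reporter U3A cells; Detection: reporter luminescence signal; Times: 1 h compound pre-exposure, 6 h IL-6 stimulation, 37 °C; Benchmarks: IL-6-only high control; Also added: IL-6 stimulus at 33 ng/mL final.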
# * marks the source's active call; other numbers are inactive results; x = no result given.
(1) Cc1nccn1Cc1cccc2ccccc12
(2) O=C(O)c1ccccc1C(=O)Nc1nccs1
(3) COCCCNC(=S)NNC(=O)C1CC1c1ccc(C(C)(C)C)cc1 (configuration not stated)
(4) O=C(c1ccccc1)c1c[nH]c(C(=O)NNc2ccccc2)c1
(5) COc1ccc(CCNC(=O)CCCCCNc2nc(=S)[nH]c3ccccc23)cc1OC
(6) O=C(NCc1ccco1)c1ccc(N2CCOCC2)c([N+](=O)[O-])c1

Compound	1	2	3	4	5	6
FLuc inh counter	-0.6	-2.3	-3.4	-3.7	-0.4	-4.5
ROMK primary	-0.17	x	-0.312	-0.57	-0.685	0.743
FLuc act counter	1	1	1	1	1	1
APP 5UTR inh	-15.9	-6.8	-17.4	-3.3	0.1	13.5
STAT3 blocker	9.7	11.5	3.2	8.1	17.8	10.9
STAT1 activator	96.8	92.1	80.6	82.2	90.2	97.0
APP 5'UTR act	15.9	6.8	17.4	3.3	-0.1	-13.5
STAT1 blocker	3.5	6.9	19.6	16.5	11.2	1.5
NF-kB expr up	1.23	1.12	1.02	1.08	1.21	1.25
STAT3 act	96.4	97.7	107.0	97.1	85.3	99.5

(7) COc1ccc(OC)c(S(=O)(=O)NCCc2cn3ccsc3n2)c1
(8) COc1ccc(-c2cc(COc3ccccc3)on2)cc1
(9) Cc1ccc(CSc2ncnc3c2cnn3Cc2ccccc2)cc1
(10) O=C(CCn1c(=O)[nH]c2ccccc2c1=O)N1CCN(c2cccc(C(F)(F)F)c2)CC1
(11) CCOC(=O)c1ccc(Nc2ncnc3nc[nH]c23)cc1
(12) CCCCn1c(C)csc1=Nc1cccnc1

Compound	7	8	9	10	11	12
FLuc inh counter	-2.3	5.7	-6.8	1.3	50.5*	-6.7
ROMK primary	x	-0.0205	0.878	-1.21	x	0.667
FLuc act counter	1	0.9	1.1	1	0.5	1.1
APP 5UTR inh	-0.4	-24.6	-1.5	2.1	-51.6	-5.9
STAT3 blocker	-7.7	9.6	10.6	5.3	17.4	0.7
STAT1 activator	101.5	140.1*	101.3	102.5	105.2	98.0
APP 5'UTR act	0.4	24.6	1.5	-2.1	51.6	5.9
STAT1 blocker	-0.6	-46.0	-1.4	-2.7	-5.7	2.2
NF-kB expr up	1.01	2.21	1.08	0.88	2.61	0.98
STAT3 act	106.4	100.8	95.8	98.9	90.1	97.6

# Gathered by group: those above containing a carbonyl joined to an NH by a bond outside any ring.
(2) O=C(O)c1ccccc1C(=O)Nc1nccs1
(3) COCCCNC(=S)NNC(=O)C1CC1c1ccc(C(C)(C)C)cc1 (configuration not stated)
(4) O=C(c1ccccc1)c1c[nH]c(C(=O)NNc2ccccc2)c1
(5) COc1ccc(CCNC(=O)CCCCCNc2nc(=S)[nH]c3ccccc23)cc1OC
(6) O=C(NCc1ccco1)c1ccc(N2CCOCC2)c([N+](=O)[O-])c1

Compound	2	3	4	5	6
FLuc inh counter	-2.3	-3.4	-3.7	-0.4	-4.5
ROMK primary	x	-0.312	-0.57	-0.685	0.743
FLuc act counter	1	1	1	1	1
APP 5UTR inh	-6.8	-17.4	-3.3	0.1	13.5
STAT3 blocker	11.5	3.2	8.1	17.8	10.9
STAT1 activator	92.1	80.6	82.2	90.2	97.0
APP 5'UTR act	6.8	17.4	3.3	-0.1	-13.5
STAT1 blocker	6.9	19.6	16.5	11.2	1.5
NF-kB expr up	1.12	1.02	1.08	1.21	1.25
STAT3 act	97.7	107.0	97.1	85.3	99.5

# Continued:
(13) CNC(=O)Nc1cccc(NC(=O)NC)n1
(14) COc1ccc(N2Cc3ccccc3C2)cc1Cl
(15) CC1CCC(N(CCCN)Cc2ccco2)CC1C (configuration not stated)
(16) COc1ccc(CC(=O)Nc2cccc(C(=O)Nc3ccccc3C(=O)O)c2)cc1OC
(17) O=C1c2ccsc2SCCN1Cc1c(Cl)cccc1Cl
(18) CCOC(=O)c1ccc2cccc(C)n2c1=O

Compound	13	14	15	16	17	18
FLuc inh counter	1.4	20.7	0.5	-5.9	4.7	-1.7
ROMK primary	0.263	x	-2.24	-0.0756	x	-0.139
FLuc act counter	1	0.8	1	1.1	1	1
APP 5UTR inh	-28.5	-14.7	-22.8	3.1	5.3	9.3
STAT3 blocker	13.7	8.4	2.6	7.5	9.2	10.8
STAT1 activator	104.1	114.6	94.2	96.7	104.1	107.5
APP 5'UTR act	28.5	14.7	22.8	-3.1	-5.3	-9.3
STAT1 blocker	-5.6	-16.3	4.2	3.8	-4.5	-8.2
NF-kB expr up	1.63	1.38	0.9	1	1.24	1.15
STAT3 act	93.6	97.4	104.0	96.8	93.7	91.2

(19) CNC(=O)NCC12CC3CC(CC(C3)C1)C2
(20) O=S(=O)(c1ccc2ccccc2c1)N(CC(O)CN1CCOCC1)c1ccccc1 (configuration not stated)
(21) COc1cccc(/C=N/NC(=O)CNC(=O)c2ccc3c(c2)OCCO3)c1O
(22) O=C1C2C3C=CC(C3)C2C(=O)N1c1ccc(N2CCN(c3ccccn3)CC2)c([N+](=O)[O-])c1 (configuration not stated)
(23) COc1nn(-c2nc(-c3ccccc3)cc(C(F)(F)F)n2)cc1[N+](=O)[O-]
(24) Cc1sc(NC(=O)C2C3CCC(C3)C2C(=O)O)c(C(N)=O)c1-c1ccc(C(C)(C)C)cc1 (configuration not stated)

Compound	19	20	21	22	23	24
FLuc inh counter	0.0	-2.2	3.5	-2.9	-3.3	-5.5
ROMK primary	x	-1.41	x	x	0.0276	-0.21
FLuc act counter	1	1	1	1	1	1.1
APP 5UTR inh	-6.5	0.5	4.9	-11.5	16.3	9.5
STAT3 blocker	4.7	7.7	15.1	14.8	14.6	9.7
STAT1 activator	107.5	103.0	97.5	90.8	93.0	103.0
APP 5'UTR act	6.5	-0.5	-4.9	11.5	-16.3	-9.5
STAT1 blocker	-8.2	-3.2	2.8	8.7	7.9	-3.4
NF-kB expr up	1.14	0.86	0.85	0.77	0.97	1.08
STAT3 act	99.4	99.8	86.5	90.6	90.5	93.5

(25) Cc1ccc(NC(=O)Cn2cccc2)c(C)c1
(26) O=C(Nc1nc2cc3c(cc2s1)OCCO3)c1cccc(S(=O)(=O)N2CCOCC2)c1
(27) CC(C)C(=O)c1cc2c(cc1NC(=O)c1cccs1)OCCO2
(28) COc1ccc(OC)c(Nc2ncnc3sc(-c4ccccc4)cc23)c1
(29) CCOC(=O)Cc1ccc(NCc2ccc(Cl)cc2)cc1
(30) C#CCn1c(=NC(=O)c2ccc(S(=O)(=O)N3CCCc4ccccc43)cc2)sc2cc(S(N)(=O)=O)ccc21

Compound	25	26	27	28	29	30
FLuc inh counter	0.0	-5.5	-1.3	0.2	0.7	-0.5
ROMK primary	x	x	x	x	-0.562	-0.655
FLuc act counter	1	1.1	1	1	1	1
APP 5UTR inh	-15.3	-28.9	-2.7	-8.0	5.6	-28.2
STAT3 blocker	4.2	31.2	17.7	-9.9	-6.1	-10.9
STAT1 activator	93.8	113.7	101.4	101.1	102.3	98.9
APP 5'UTR act	15.2	28.9	2.7	8.0	-5.6	28.2
STAT1 blocker	6.7	-15.0	-1.6	-1.2	-4.4	1.3
NF-kB expr up	1.34	x	0.75	1.49	1.42	1.21
STAT3 act	97.8	81.0	88.6	107.0	107.2	106.7

(31) C=CCc1ccc(OCCOCCOc2ccc(C)cc2[N+](=O)[O-])c(OC)c1
(32) COc1ccc(NS(=O)(=O)c2cnc[nH]2)cc1
(33) O=C1CC(c2ccco2)CC(O)=C1C=Nc1ccccc1-c1ccccc1 (configuration not stated)
(34) COc1cc2c(cc1NC(=O)c1cccc([N+](=O)[O-])c1)oc1ccccc12
(35) C=CCn1c(=NC(=O)c2cc(-c3cccs3)nc3ccccc23)sc2cc(S(N)(=O)=O)ccc21
(36) Cc1ccc(S(=O)(=O)NC(CC(=O)NCc2ccco2)c2ccco2)cc1 (configuration not stated)

Compound	31	32	33	34	35	36
FLuc inh counter	-3.5	-5.8	-5.1	2.9	-4.4	-0.2
ROMK primary	x	-1.7	-0.221	x	-0.719	2.79*
FLuc act counter	1	1.1	1.1	1	1	1
APP 5UTR inh	-1.7	-1.0	-6.7	-6.3	-2.1	-16.9
STAT3 blocker	12.1	2.0	15.0	21.4	-0.3	-6.5
STAT1 activator	102.5	103.3	104.8	105.8	103.2	89.5
APP 5'UTR act	1.7	1.0	6.7	6.3	2.1	16.9
STAT1 blocker	-2.8	-6.2	-6.0	-15.1	-3.6	11.3
NF-kB expr up	0.93	1.08	1.43	1.06	0.4	0.87
STAT3 act	98.3	99.7	96.6	88.1	98.2	108.4

(37) Cc1cc(C(=O)COC(=O)c2ccc(O)cc2)c(C)n1CC1CCCO1 (configuration not stated)
(38) COc1cccc(C2NC(=O)c3sc(=S)n(-c4ccccc4)c3N2)c1 (configuration not stated)
(39) CC(=O)N1CN(Cc2ccccn2)Cc2c1sc1c2CCCC1
(40) C=CCn1c(SCC(=O)NCCc2ccccc2)nnc1C(C)NC(=O)c1cccs1 (configuration not stated)
(41) Cc1ccc(NC(=O)c2ccc3nc[nH]c3c2)cc1C
(42) CCCCONc1ncnc2nonc12

Compound	37	38	39	40	41	42
FLuc inh counter	52.6*	-3.7	-9.6	-3.7	33.2	-3.5
ROMK primary	0.486	1.78	-1.12	x	-0.299	x
FLuc act counter	0.5	1	1.1	1	0.7	1
APP 5UTR inh	-81.5	6.5	-8.0	4.8	-106.2	17.3
STAT3 blocker	31.5	6.9	3.4	5.5	9.5	7.0
STAT1 activator	100.8	94.0	93.8	98.8	142.9*	102.4
APP 5'UTR act	81.5	-6.5	8.0	-4.8	106.2	-17.3
STAT1 blocker	-2.0	6.6	6.8	1.2	-47.0	-2.7
NF-kB expr up	2.13	0.92	0.85	1.12	3.2	1.06
STAT3 act	75.7	98.9	98.7	97.6	90.8	96.4

(43) COc1ccc2c(c1)OC(c1ccccc1)(C(F)(F)F)NC2=O (configuration not stated)
(44) O=C(COC(=O)C1COc2ccccc2O1)Nc1ccc2c(c1)CCC2 (configuration not stated)
(45) COc1cc2[nH]c(=O)n(CCC(=O)N3CCN(c4cccc(C)c4C)CC3)c(=O)c2cc1OC
(46) COC(=O)/C=c1/s/c(=C(/C#N)C(=O)NCc2ccccc2)n(-c2ccccc2)c1=O
(47) CC(C)(C)NC(=O)COc1ccc(CNCc2ccccn2)cc1

Compound	43	44	45	46	47
FLuc inh counter	-4.9	-7.3	-7.1	-3.7	-6.4
ROMK primary	x	1.43	x	0.454	1.06
FLuc act counter	1	1.1	1.1	1	1.1
APP 5UTR inh	-11.8	-4.5	-16.9	7.8	2.3
STAT3 blocker	-8.3	10.1	12.1	-0.1	-2.1
STAT1 activator	102.3	98.6	94.3	100.3	95.6
APP 5'UTR act	11.8	4.5	16.9	-7.8	-2.3
STAT1 blocker	-2.5	1.5	6.2	-4.0	5.3
NF-kB expr up	1.13	0.9	0.93	0.97	1.09
STAT3 act	103.0	94.1	94.6	101.1	103.8

# High-throughput results deposited in PubChem by several laboratories.
